Compound activity deposited in PubChem by National Center for Advancing Translational Sciences (NCATS).
Pf Dd2 growth: qHTS Primary assay for Inhibitors of Plasmodium falciparum Dd2 growth in vitro; Potency, µM (doses to about 28.9 µM), without a hit: at the highest dose activity, negative = inhibition, usual class: inhibitors; P. falciparum Dd2 growth, SYBR Green, 72 h; 4.3% of 120,000 active; active means well fitted inhibition curve with a large enough effect; inconclusive means small, poorly fitted or top-dose-only effect; inactive means no such curve, though single readings can be large or run the other way;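 further: plate controls were DMSO vehicle for no effect and reference drug for full effect; nearly all actives have a fitted effect of over 65% in size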
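Readout: SYBR Green fluorescence, 485 nm excitation, 535 nm emission, after ~16 h lysis at 37C. Before that, Dd2-infected red cells (2.5% hematocrit) grew 72 h with compound, 29 uM top final concentration.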
Active calls of the source: *; i = inactive; ? = inconclusive; [ ] = dose if it differs, or a comment. Potency means the concentration at half of the fitted maximal effect. These rows are one share of the data; the hit share may differ from the screen's.

SMILES | Pf Dd2 growth
CCCn1c(C)cnc1CC1CCN(S(=O)(=O)c2cccs2)CC1 | ?
COCC1CN(C)CC12CCN(Cc1ccc(OC)c(Cn3ccnc3)c1)CC2 (stereo unspecified) | ?
O=C(NCc1ccccn1)c1c(OCC2CC2)cc(=O)n2c1CCCCC2 | 11.8%
COCC1(CNC(=O)C2CCOCC2)C[C@@H](O)[C@@H](O)C1 (stereo partly specified) | 48.5%[44.1 µM]
O=C1N(CCc2ccccc2)CCOC12CCN(Cc1ccc(F)c(Cl)c1)CC2 | -9.9%[44.1 µM]
Cc1cnn(CCC(=O)N2C[C@@H](COc3ccccc3)[C@H](C(N)=O)C2)c1 | -4.3%
O=C(Cn1nnnc1CN1CCOCC1)N1CCN(c2ccc(Cl)cc2)CC1 | -12.8%
COCCn1c(CNC(=O)c2ccccc2C)nc2cccnc21 | -8.1%
CCOc1ccc(S(=O)(=O)NCC(c2ccco2)S(=O)(=O)c2ccc(F)cc2)cc1 (stereo unspecified) | 55.5%[activator]
Cc1nnc([C@@H]2CC(F)(F)CN2C(=O)COc2ccccc2)o1 | ?
CNC(=O)[C@@H](c1ccccc1OC)N1CCC[C@H]1C(=O)N1CCOCC1 | 1.4%[44.1 µM]
Cc1nc2cc(S(=O)(=O)N3CCOCC3)ccc2n1CCNC(=O)C(C)O (stereo unspecified) | -6.0%
COc1ccc(C(=O)NC2CCCN(c3cc(-c4ccc(F)cc4)[nH]n3)C2)cc1F (stereo unspecified) | -3.3%
O=C(CC1CCCC1)N1CCC(Cc2nc(-c3ccc(F)cc3)no2)CC1 | 7.8%
COCC1CN(C)CC12CCN(Cc1ccncc1)CC2 (stereo unspecified) | 13.1%
CCC(=O)Nc1cccc(C2OC(=O)N(Cc3ccc(C)cc3)C2C(=O)NCC2CCCO2)c1 (stereo unspecified) | i
COc1ccc(CC(=O)Nc2ccc(=O)n3c2[C@@H]2C[C@@H](CN(S(=O)(=O)c4ccc(OC)cc4)C2)C3)cc1 | ?
CCOC(=O)c1cc(-c2ccc(C)cc2)n(CCCC(=O)Nc2cc(C)ccc2C)c1 | 11.2µM*
O=C(NC1CCCCC1)C1CCN(C(=O)c2ncn3c2COC(c2ccc(Cl)cc2)C3)CC1 (stereo unspecified) | i
CC(C)(C)CC(=O)Nc1nnc2n1CCS2 | 31.6%
C[C@H]1[C@@H]2[C@@H](O)C([C@H](C)C(=O)N(C)Cc3ccccc3)CC[C@@]2(C)CC[C@@H]1NC(=O)Cc1ccccc1 (stereo partly specified) | ?
COc1ccc2c(c1)sc1ncc(C(=O)NCc3ccc(Cl)cc3)c(=O)n12 | -3.6%
Cc1ccc(NC(=O)N2CCC(CCNC(=O)C3CCC3)CC2)cc1F | -15.3%
Cc1cccc(C(=O)N2CCCN(C(=O)C3CC3)C(c3ccccc3)CC(=O)NCC2)c1 (stereo unspecified) | i
Cc1ccc(C2Cn3nnc(C(=O)N4CCC(C(=O)NCC(C)C)CC4)c3CO2)cc1 (stereo unspecified) | -18.5%
O=C1CCN(C(=O)CC2CCCCC2)CCCOCCN1 | 7.9%
C=C[C@H]1CN2CC[C@H]1C[C@@H]2CNC(=O)C(CC)CC | -20.8%[44.1 µM]
COc1ccc(N2CC(c3noc(-c4ccc(OC(F)(F)F)cc4)n3)CC2=O)cc1 (stereo unspecified) | 30.8%[activator]
CS(=O)(=O)N[C@H]1CO[C@H]2[C@@H]1OC[C@@H]2Nc1nccc(-c2cccc(F)c2)n1 | 26.6%[44.1 µM]
Cc1nnc2n1CCC(NC(=O)c1cccn1C)CC2 (stereo unspecified) | 28.4%
Cc1ccn2c(Nc3ccc4c(c3)OCCO4)c(-c3cccs3)nc2c1 | ?
CS(=O)(=O)N[C@H]1CCN2C(=O)c3cc(-c4cccc(C(F)(F)F)c4)ccc3NC(=O)[C@@H]2C1 | 3.0%
CN(C)C[C@@H]1CN(c2ccccn2)C[C@H]1NC(=O)NC(C)(C)C | -6.2%
Cc1cc2nc3n(c(=O)c2n1CC(=O)Nc1ccc(Cl)cc1F)CCCC3 | ?
O=C(c1ccc(Cl)cc1)N1CCC(n2cc(-c3ccc(OC(F)F)cc3)[nH]c2=O)CC1 | ?
CC1=C[C@@H](CNS(=O)(=O)c2ccc(C#N)cc2)[C@H](C(C)C)C[C@H]1CC(=O)NCc1ccc(C#N)cc1 | ?
Cn1ccc2c(C(=O)NCc3cccnc3)nc(-c3cnn(Cc4ccccc4)c3)cc21 | i
CCC(=O)N1CCc2sc(C(=O)NCc3cccnc3)cc2C1 | i
Cc1cc(=O)n2nc(N(C)CC(=O)NCc3ccc(Cl)cc3)sc2n1 | 78.9%[activator]
CC(C)c1nnc(C2CN(C(=O)CC3CCCCC3)CC23CCOCC3)o1 (stereo unspecified) | 7.5%
COc1cccc(CCC(=O)N[C@@H]2COCC[C@@H]2Oc2cccc(F)c2)c1 | -12.2%
O=C(NC1CCCCCC1)C1CCN(C(=O)c2ncn3c2COC(c2ccc(Cl)cc2)C3)CC1 (stereo unspecified) | i
COCc1cn([C@H]2CO[C@H]3[C@@H]2OC[C@@H]3NCc2cccc(C#N)c2)nn1 | -0.8%[44.1 µM]
COc1ccc(C(CNC(=O)c2oc3ccccc3c2C)N2CCCCC2)cc1 (stereo unspecified) | 23.7%
O=C1Nc2ccc(-c3ccccc3F)cc2C(=O)N2CCN(C(=O)c3cccs3)C[C@H]12 | ?
O=C(CN1C(=O)COc2ccc(C(=O)COc3ccc(F)cc3)cc21)NCCc1ccccc1 | i
COC[C@H]1C[C@@H](NS(=O)(=O)c2ccccc2)[C@H](O)[C@@H]1O | 18.0%[44.1 µM]
Cn1cc(-c2cc3c(ccn3Cc3ccncc3)c(N3CCOCC3)n2)cn1 | 38.6%[activator][44.1 µM]
O=C(Nc1c(-c2ccc(F)cc2)nc2ccccn12)c1cccc(F)c1 | ?
O=C1OC[C@@H]2CCN(Cc3ccc(F)cc3)Cc3ccc(F)cc3N12 | ?
Next section.
SMILES | Pf Dd2 growth
CCn1cc(CN(CCOC)Cc2cccs2)ccc1=O | -9.0%
Cn1nnnc1C1CCCN(C(=O)NCc2ccccc2)C1 (stereo unspecified) | -8.3%
O=C(COc1ccccc1Cl)Nc1ccccc1OCc1cc(=O)n2ccccc2n1 | 21.2%
Cc1ccc(NC(=O)N2CCN(c3nnnn3-c3ccccc3)CC2)cc1 | 2.0%
Cc1ccc2c(c1)N(CCCC(=O)N1CCc3nc4cc(-c5ccccc5)[nH]n4c(=O)c3C1)C(=O)CO2 | 45.3%[activator][5.79 µM]
Cc1ccc(C(=O)N2CCN(C3CCN(CCc4ccccc4)C3=O)CC2)cc1F (stereo unspecified) | 10µM*
COC(=O)c1c(SCC(=O)Nc2ccccc2OC)[nH]c2ccccc2c1=O | 41.2%[activator]
CC(C)N1CCC(CCN2C(=O)[C@H]3CNC[C@H]3C2=O)CC1 | i
COc1cccc(Cn2c(=O)n(CC3CCC(C(=O)NC(C)C)CC3)c(=O)c3sccc32)c1 (stereo unspecified) | -7.6%
CC(C)c1noc(-c2ccn3c(CNC(=O)c4ccc(F)cc4Cl)nnc3c2)n1 | ?
Cc1ccccc1CN1CCc2nc(N3CCN(C)CC3)[nH]c(=O)c2CC1 | i[5.79 µM]
O=C(NCCC1CCN(C(=O)Nc2cccc(F)c2)CC1)C1CCCC1 | i
COc1ccccc1OC(C)C(=O)Nc1c(C(=O)c2ccc(Cl)cc2)oc2ccccc12 (stereo unspecified) | 42.6%[activator]
COCCN1CCCCCC(O)c2cc(C(=O)N3CCN(C4CCCCC4)CC3)ccc21 (stereo unspecified) | i
COc1ccc(CNc2ncnc3c2c(-c2ccccc2)cn3-c2cccc(C)c2)cc1 | i
COc1ccc(C2=NOC3(CCCN(Cc4ccccn4)C3)C2)cc1 (stereo unspecified) | 3.2%
O=C(c1ccccc1)N1CCC2(C1)C(=NC1CCCCC1)NC(=O)N2c1cccnc1 (stereo unspecified) | 7.3%
COc1ccc(CCN2Cc3cc(NC(=O)c4ccccc4OC)ccc3OCC2=O)cc1 | -5.8%
COc1cccc(C2CNC(=O)c3nc(Cn4nc(C)c(C)c4C)[nH]c3C2)c1 (stereo unspecified) | 10µM*
Cc1ccccc1C(=O)Nc1sc2c(c1C(=O)NCc1ccco1)CCC(C(C)(C)C)C2 (stereo unspecified) | 11.2µM*
CCNC(=O)N(C1CC1)C1CCOC2(CCN(C(=O)CCCc3ccccc3)CC2)C1 (stereo unspecified) | i
COc1ccc(-c2nnc([C@H]3CCN(C(=O)C4CCCCC4)C3)o2)cc1 | -1.9%[44.1 µM]
Cc1cc(C(=O)N2CCN(c3cccc(C)c3C)CC2)c2c(C)nn(-c3ccccc3)c2n1 | ?
Cc1cc(=O)n(CC(=O)Nc2cccc(C(C)C)c2)c(N2CCOCC2)n1 | i
CCc1ccc(NCc2cc3cc4c(cc3n(CC(=O)Nc3ccccc3C)c2=O)OCCO4)cc1 | -23.6%
CCOc1ccc(CN2CCC(N3CCCC(C(=O)NC4CC4)C3)CC2)cc1 (stereo unspecified) | i
COc1ccc(C(=O)N2CC[C@@H](CC(=O)O)[C@@H](CCN3CCN(c4cccc(C(F)(F)F)c4)CC3)C2)cc1 | ?
COc1ccc(NC(=O)CN2C(=O)NC3(CCCCC3)C2=O)c(OC)c1 | -10.0%
O=c1c(N2CCN(c3cccc(Cl)c3)CC2)csc2ccccc12 | -13.3%
O=C(Nc1cccc(C(F)(F)F)c1)c1ccc(F)c(S(=O)(=O)N2CCc3ccccc3C2)c1 | -11.2%
CC(C)NC(=O)N1CCC2(CC1)C(=O)N(C)c1ccccc12 | 63.8%[activator]
COc1nccnc1NC1CCN(C(=O)NC2CCCCC2)CC1 | i[5.79 µM]
COCCN1CCC(CN(C)C2CCNCC2)C1 (stereo unspecified) | -4.5%
COc1ccc(N2CCN(S(=O)(=O)CCNC(=O)COc3ccccc3F)CC2)cc1 | i
CCC1C(=O)N(C)CCN1C(=O)c1coc(COc2ccc3c(c2)OCO3)n1 (stereo unspecified) | -15.0%
O=C1CCN(C(=O)c2cccs2)CCCC(c2nc(-c3cccnc3)no2)CCN1 (stereo unspecified) | i
CCCc1noc(-c2cn(C3CCN(C(=O)c4ccco4)CC3)nn2)n1 | i
O=C(c1ccc(F)cc1)N1CCC[C@H]1c1nc(-c2ccc(F)cc2)no1 | 19.3%
CC1=C[C@@H](CNC(=O)c2cccnc2)[C@H](C(C)C)C[C@H]1Cc1nc2ccc(F)cc2[nH]1 | i
COCc1noc(CCNC(=O)c2ccc(C)c(N3CCNC3=O)c2)n1 | 1.1%
CN(C)c1ccc(CN[C@H]2C[C@H]3C(=O)NC[C@@H](CCC(=O)NCc4ccccc4)N3C2)cc1 | -5.2%
COC(=O)C1=CN(CC(=O)Nc2ccccc2OC)S(=O)(=O)N=C1C | 2.2%
CC(=O)N1CCC(OCCOc2ccccc2)CC1 | 93.7%[activator]
Cc1c(Cl)cc(C(=O)N2CCC[C@H]2C(=O)N2CCOCC2)cc1Cl | -22.3%
Cc1cccc(OCC(=O)N(Cc2ccc(N(C)C)cc2)Cc2ccco2)c1C | -4.2%
Cc1ccc(C(=O)N2CCC(Cc3nc(-c4ccccc4)no3)CC2)s1 | i
C[S+](=O)([O-])N1CCC2(CC1)CN(C(=O)c1c[nH]c3ccccc13)Cc1ccccc1O2 | 59.5%[activator]
COCC1(C(=O)N2CCC3(CC2)C(=O)N(C)c2ccccc23)CCC1 | -12.8%
Cn1c(CN2CCOCC2)nc2cc(NC(=O)c3ccccc3[N+](=O)[O-])ccc21 | ?
O=C1NCCCCCCN(C(=O)c2ccoc2)[C@H]2C[C@H](C(=O)N3CCc4ccccc4C3)C[C@@H]12 | ?
Later entries.
SMILES | Pf Dd2 growth
CCOC(=O)C1=CN(Cc2ccccc2)S(=O)(=O)N=C1C | 22.6%
Cc1ccc(-c2cc3c(=O)n(CCNC(=O)c4cccc(Cl)c4)ccn3n2)c(C)c1 | -12.0%
COc1ccc(Cl)cc1NC(=O)CCc1nc(-c2ccccc2F)no1 | 21.1%
CN(Cc1nc(-c2ccccc2)no1)CC1(O)CNCCOC1 (stereo unspecified) | ?

Some of the entries so far, with tabs.
molecule	Pf Dd2 growth
CC(C)c1nnc(C2CN(C(=O)CC3CCCCC3)CC23CCOCC3)o1 (stereo unspecified)	7.5%
COc1cccc(CCC(=O)N[C@@H]2COCC[C@@H]2Oc2cccc(F)c2)c1	-12.2%
O=C(NC1CCCCCC1)C1CCN(C(=O)c2ncn3c2COC(c2ccc(Cl)cc2)C3)CC1 (stereo unspecified)	i
COCc1cn([C@H]2CO[C@H]3[C@@H]2OC[C@@H]3NCc2cccc(C#N)c2)nn1	-0.8%[44.1 µM]
COc1ccc(C(CNC(=O)c2oc3ccccc3c2C)N2CCCCC2)cc1 (stereo unspecified)	23.7%
O=C1Nc2ccc(-c3ccccc3F)cc2C(=O)N2CCN(C(=O)c3cccs3)C[C@H]12	?
O=C(CN1C(=O)COc2ccc(C(=O)COc3ccc(F)cc3)cc21)NCCc1ccccc1	i
COC[C@H]1C[C@@H](NS(=O)(=O)c2ccccc2)[C@H](O)[C@@H]1O	18.0%[44.1 µM]
Cn1cc(-c2cc3c(ccn3Cc3ccncc3)c(N3CCOCC3)n2)cn1	38.6%[activator][44.1 µM]
O=C(Nc1c(-c2ccc(F)cc2)nc2ccccn12)c1cccc(F)c1	?
O=C1OC[C@@H]2CCN(Cc3ccc(F)cc3)Cc3ccc(F)cc3N12	?
CCn1cc(CN(CCOC)Cc2cccs2)ccc1=O	-9.0%
Cn1nnnc1C1CCCN(C(=O)NCc2ccccc2)C1 (stereo unspecified)	-8.3%
O=C(COc1ccccc1Cl)Nc1ccccc1OCc1cc(=O)n2ccccc2n1	21.2%
Cc1ccc(NC(=O)N2CCN(c3nnnn3-c3ccccc3)CC2)cc1	2.0%
Cc1ccc2c(c1)N(CCCC(=O)N1CCc3nc4cc(-c5ccccc5)[nH]n4c(=O)c3C1)C(=O)CO2	45.3%[activator][5.79 µM]
